# XBP1 UPR activ: adaptive UPR (XBP1) activation; CHO-XBP1 luciferase reporter, IRE1-XBP1 UPR activation, luminescence; percent of tunicamycin response, DMSO as zero; activation, % at 20 µM; actives 0.33% (n = 330,000);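 active means versus positive control, 20 µM dose yields 30% or more activation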;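 further: 100% = tunicamycin at 10 µg/mL and 0% = DMSO only wells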
#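 Material: CHO-XBP1 cells stably carrying IRE1-XBP1-driven luciferase reporter / Amount: 1000 cells per well / Compound: 20 µM, 1% DMSO / Times: 6 h treatment, 37 °C / Detection: luciferase luminescence / Measure: % activation of reporter signal versus tunicamycin and DMSO controls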
# Jurkat NFkB inh: lowers PMA/ionomycin-induced NF-kB signal in Jurkat cells | actives 0.53% (n = 330,000) | PMA/ionomycin-induced NF-kB luciferase reporter, luminescence | inhibition, % at 4 µM; in the data active means inhibition above about 50%
# tim10-1 inh: tim10-1 yeast growth inhibition | S. cerevisiae tim10-1 ts strain growth, BacTiter-Glo, 24 h | AID 463190 | actives 2.2% (n = 330,000) | inhibition, % at 20 µM;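 active means inhibition of at least 40%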;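 further: mutant grown at 25 °C; 0% = DMSO wells with yeast and 100% = wells holding no yeast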
# CHOP UPR activ: apoptotic UPR (CHOP) activation. CHO-CHOP luciferase reporter, luminescence; percent of tunicamycin response over DMSO baseline. activation, % at 10 µM. actives 0.34% (n = 330,000). AID 449763;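 active means at 10 µM dose, activation of 40% or more, normalized to positive control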;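 further: 100% = tunicamycin at 10 µg/mL and 0% = DMSO alone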
#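 Evaluation: % reporter activation, DMSO baseline versus tunicamycin full activation; System: CHO-CHOP luciferase reporter cell line; Input: 500 cells/well; Incubation: 6 h compound treatment, 37 °C; Measured by: Steady-Glo luciferase luminescence; Dosing: one dose, 10 µM in 0.5% DMSO; Buffer or medium: F12 medium, 10% FBS; Benchmarks: positive tunicamycin 10 µg/mL, negative DMSO alone.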
# tim23-1 inh: tim23-1 yeast growth inhibition | AID 463212 | inhibition, % at 20 µM | actives 1.3% (n = 330,000) | S. cerevisiae tim23-1 growth, BacTiter-Glo luminescence, 24 h;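 active means growth inhibition of the mutant yeast at or above 50%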;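 further: temperature-sensitive mutant grown at 25 °C; plate controls were DMSO-treated mutant yeast for no effect and medium wells lacking yeast for full effect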
# 697 NFkB inh: lowers PMA/ionomycin-induced NF-kB signal in 697 B cells | 697 B-cell NF-kB luciferase reporter, 16 h | inhibition, % at 4 µM | actives 0.33% (n = 330,000) | AID 435022; in the data active means inhibition above about 35%
# Mdm2 MdmX PPI: disrupts the human Mdm2-MdmX interaction; O15151+Q00987; SaOS-2 split-luciferase Mdm2/MdmX complementation, luminescence; inhibition, % at 8 µM; actives 3% (n = 330,000); AID 485346;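 active means inhibition of at least 50% at 8 µM in the primary screen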
# Target sequence (O15151 whole entry, looked up): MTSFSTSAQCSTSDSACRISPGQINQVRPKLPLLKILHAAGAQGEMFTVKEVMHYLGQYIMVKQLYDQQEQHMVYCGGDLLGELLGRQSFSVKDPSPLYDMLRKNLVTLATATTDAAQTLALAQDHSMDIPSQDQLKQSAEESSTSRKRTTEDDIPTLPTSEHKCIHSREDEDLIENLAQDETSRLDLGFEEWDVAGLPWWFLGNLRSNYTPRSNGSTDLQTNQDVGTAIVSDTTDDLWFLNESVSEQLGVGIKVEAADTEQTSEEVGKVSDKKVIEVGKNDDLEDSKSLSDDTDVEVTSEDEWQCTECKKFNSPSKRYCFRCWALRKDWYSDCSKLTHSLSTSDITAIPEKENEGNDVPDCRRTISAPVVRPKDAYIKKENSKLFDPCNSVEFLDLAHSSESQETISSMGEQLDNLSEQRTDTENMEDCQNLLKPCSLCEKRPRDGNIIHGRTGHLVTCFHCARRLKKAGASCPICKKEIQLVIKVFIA
# Target sequence (Q00987 whole entry, looked up): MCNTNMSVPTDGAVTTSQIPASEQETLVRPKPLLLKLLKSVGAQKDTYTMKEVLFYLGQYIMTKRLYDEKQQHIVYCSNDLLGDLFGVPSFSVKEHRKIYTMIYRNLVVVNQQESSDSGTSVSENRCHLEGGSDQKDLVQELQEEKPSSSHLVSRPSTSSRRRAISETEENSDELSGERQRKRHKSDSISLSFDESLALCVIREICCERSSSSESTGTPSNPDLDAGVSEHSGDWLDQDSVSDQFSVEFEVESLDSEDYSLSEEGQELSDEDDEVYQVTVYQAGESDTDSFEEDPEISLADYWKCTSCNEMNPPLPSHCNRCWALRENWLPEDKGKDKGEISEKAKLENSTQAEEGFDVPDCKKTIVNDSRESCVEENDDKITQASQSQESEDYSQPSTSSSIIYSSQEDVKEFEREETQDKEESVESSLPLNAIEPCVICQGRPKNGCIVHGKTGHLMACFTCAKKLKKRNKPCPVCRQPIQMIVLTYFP
# TIM10 inh: TIM10 yeast growth inhibition; S. cerevisiae TIM10 strain growth, BacTiter-Glo luminescence, 24 h; inhibition, % at 10 µM; actives 1.4% (n = 330,000); AID 463195;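 active means inhibition of 40% or more at the single tested concentration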;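 further: wild-type TIM10 isogenic control strain grown at permissive 25 °C; 0% = DMSO yeast wells and 100% = minimal medium wells without yeast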
# * = called active by the depositor; nt = no result given.
SMILES,XBP1 UPR activ,Jurkat NFkB inh,tim10-1 inh,CHOP UPR activ,tim23-1 inh,697 NFkB inh,Mdm2 MdmX PPI,TIM10 inh
C=CCOc1ccc(C2C(C(=O)c3ccco3)=C(O)C(=O)N2CCCN(CC)CC)cc1 (stereo not drawn),0,-1,24,2.9,21,10,-5,8
O=C(COc1ccccc1)NC(=S)Nc1ccc2c3c(cccc13)CC2,-2,-13,-15,2.1,-10,-19,27,-29
Cc1ccccc1N1CC(C(=O)Nc2nnc(SCCC3OCCO3)s2)CC1=O (stereo not drawn),-1,8,3,-0.8,12,5,19,5
N#Cc1cc2c(nc1SCC(=O)N1CCCCC1)CCCC2,-2,-10,9,1.6,8,-22,5,23
Cc1ccc(NS(=O)(=O)c2c(C)[nH]c(C)c2C(=O)N2CCCCC2)c(Br)c1,-2,-17,14,0.4,-2,6,26,4
CCCCCCc1cc2cc(C(=O)Nc3ccc(OC)cc3)c(=O)oc2cc1O,-1,24,-1,4.4,-1,-60,100*,-5
COc1ccc(-c2ccc(-c3noc(-c4ccco4)n3)c(OC)n2)cc1,2,-47,5,0.0,7,-20,-80,-2
S=c1[nH]nc(-c2cc(-c3ccccc3)n[nH]2)n1/N=C/C(Br)=C/c1ccccc1,12,33,47*,109*,50,-131,100*,14
CCN1CCN(C(=O)c2ccc(N3CC4CC(C3)c3cccc(=O)n3C4)c(NC(=O)c3cc(OC)cc(OC)c3)c2)CC1 (stereo not drawn),-2,0,9,1.9,10,17,21,-12
N#C/C(=C(/O)Cc1cccc2ccccc12)c1nc2ccccc2s1,-1,-6,6,-0.8,3,5,46,0
CC[C@]12c3[nH]c4ccccc4c3CCN1C(=O)C(CC(=O)NCc1ccco1)C[C@@H]2C(=O)N1CCN(C(=O)c2ccco2)CC1 (stereo partly drawn),1,-7,-8,-1.3,-20,9,8,8
COC(=O)CC/C(O)=C1\C(=O)CC(C)(C)CC1=Nc1ccccc1OC,-2,7,32,-0.9,18,-8,14,19
O=C(Oc1oc(-c2ccco2)nc1C=Nc1ccc(Cl)cc1)c1ccco1,9,-45,8,77*,36,-19,0,33
Cc1ccc(NC(=O)CNCC2CCCCC2)cc1S(=O)(=O)N(C)C,1,-12,-3,0.1,17,-4,-11,-17
Cc1ccc(-n2nc(C(=O)NN)c(C)c(C#N)c2=O)cc1Cl,-6,1,11,-8.3,10,14,7,-10
CCC1CC(C(=O)Nc2ccccc2)C(=O)O1 (stereo not drawn),2,0,-1,2.4,0,-26,21,12
O=C(O)C1C2CCC(C2)C1C(=O)NCCCn1ccnc1 (stereo not drawn),-3,-28,15,0.6,12,-2,-5,-2
OC(COc1ccc(F)cc1Cl)CN1CCc2ccccc2C1 (stereo not drawn),7,-4,8,-0.3,13,7,-9,7
Cc1c(S(=O)(=O)N2CCN(c3ccc(F)cc3)CC2)c(=O)n(C)c(=O)n1C,1,4,-10,2.9,-3,2,-38,5
Nc1nnc(CCCCCc2nnc(N)s2)s1,1,7,18,0.9,5,12,-8,26
COc1ccc(NC(=S)N2CCCCC2c2cccnc2)cc1 (stereo not drawn),-2,13,14,2.1,-4,2,14,19
Cc1ccc2c(c1)NC(=O)C(CC(=O)NCCCN1CCN(c3cc(C)ccc3C)CC1)O2 (stereo not drawn),-2,3,-3,-1.5,10,-5,35,3
CC(C)Cc1nc2c(nnn2Cc2ccccc2F)c(=O)[nH]1,-1,9,7,-0.8,3,17,19,-9
COc1ccccc1OCC(=O)N(Cc1nc(-c2ccccc2)no1)C1CCCCC1,-1,-12,42*,2.9,52*,-19,0,27
O=C(Nc1cccc([N+](=O)[O-])c1)C1CC(=O)N(C2CCCCC2)C1 (stereo not drawn),0,6,9,0.9,9,14,1,19
Fc1ccc(NC2=NCCCCC2)cc1,4,-2,3,-0.6,-2,8,7,4
O=C(Nc1ncnc2sc3c(c12)CCCCC3)c1ccc(F)cc1,0,-6,45*,2.2,23,-27,-8,26
CCOC(=O)CC(=O)Nc1ccn[nH]1,-1,-4,8,3.9,3,-1,-35,10
COc1ccc(C2CC(c3ccccc3F)=NN2c2ccc(S(N)(=O)=O)cc2)cc1 (stereo not drawn),8,nt,26,5.0,48,24,34,1
CC(=O)OCc1c(-c2ccccc2)c2cc([N+](=O)[O-])ccc2n1C,-1,14,16,2.9,16,16,23,17

# Filtered by structure: the entries above with two or more sulfur atoms (2)
SMILES,XBP1 UPR activ,Jurkat NFkB inh,tim10-1 inh,CHOP UPR activ,tim23-1 inh,697 NFkB inh,Mdm2 MdmX PPI,TIM10 inh
Cc1ccccc1N1CC(C(=O)Nc2nnc(SCCC3OCCO3)s2)CC1=O (stereo not drawn),-1,8,3,-0.8,12,5,19,5
Nc1nnc(CCCCCc2nnc(N)s2)s1,1,7,18,0.9,5,12,-8,26

# Exported with each value named: part of the list above
> Nc1nnc(CCCCCc2nnc(N)s2)s1
  XBP1 UPR activ = 1; Jurkat NFkB inh = 7; tim10-1 inh = 18; CHOP UPR activ = 0.9; tim23-1 inh = 5; 697 NFkB inh = 12; Mdm2 MdmX PPI = -8; TIM10 inh = 26

> COc1ccc(NC(=S)N2CCCCC2c2cccnc2)cc1 (stereo not drawn)
  XBP1 UPR activ = -2; Jurkat NFkB inh = 13; tim10-1 inh = 14; CHOP UPR activ = 2.1; tim23-1 inh = -4; 697 NFkB inh = 2; Mdm2 MdmX PPI = 14; TIM10 inh = 19

> Cc1ccc2c(c1)NC(=O)C(CC(=O)NCCCN1CCN(c3cc(C)ccc3C)CC1)O2 (stereo not drawn)
  XBP1 UPR activ = -2; Jurkat NFkB inh = 3; tim10-1 inh = -3; CHOP UPR activ = -1.5; tim23-1 inh = 10; 697 NFkB inh = -5; Mdm2 MdmX PPI = 35; TIM10 inh = 3

# (further entries)
SMILES,XBP1 UPR activ,Jurkat NFkB inh,tim10-1 inh,CHOP UPR activ,tim23-1 inh,697 NFkB inh,Mdm2 MdmX PPI,TIM10 inh
O=C(Nc1ccccc1F)Nc1cc(Cl)ccc1-n1cncn1,5,-4,16,0.9,5,10,24,-5
Cc1ccc(-n2c(SCc3ccc(C#N)cc3)nnc2-c2ccccn2)cc1,0,-9,30,2.7,38,4,1,30
Cc1cnc(NC(=O)c2ccc3c(c2)C(=O)N(Cc2ccco2)C3=O)s1,0,14,-9,3.5,-13,17,4,-2
O=C(CN1C(=O)NC(Cc2ccccc2)C1=O)Nc1ccccc1OC(F)F (stereo not drawn),-1,-4,-14,-0.5,-6,1,21,-6
C=CCNC(=S)NN=C1CCCCCCC1,-1,-9,28,-0.6,5,2,12,24
O=C(CS(=O)(=O)Cc1ccccc1)NCc1ccco1,1,-2,3,-2.7,10,-33,16,9
O=C(NCCN1CCN(c2ccccc2F)CC1)c1cccn2c(=O)c3ccccc3nc12,5,2,-11,1.8,43,-33,40,-8
COc1ccc(Cc2nc3ccc(C(=O)NC(C)c4cn(C)nc4C)cc3o2)cc1 (stereo not drawn),-4,1,15,1.4,7,-14,40,7
COc1cc(NC(=O)C(Cc2ccccc2)n2cccc2)cc(OC)c1 (stereo not drawn),-1,11,17,-1.3,13,8,14,22
CC(=O)NC(=S)Nc1ccccc1N1CCCCC1,-1,2,43*,-2.6,25,-7,25,26
COc1cccc(NC(=O)CN(C)C(=O)c2cc(C3CC3)nn2-c2ccccc2)c1,-2,9,18,0.1,31,4,-1,4
CCC(C)n1c(SCC(=O)/C(C#N)=C(\C)N)nc2ccccc2c1=O (stereo not drawn),0,9,-15,1.6,20,0,6,0
CC(C)CC(=O)Nc1ccccc1N1CCN(c2ccccc2)CC1,-2,14,4,-0.3,15,-8,-12,-2
CCOC(=O)N1CCN(C(=S)NC(=O)c2ccc(F)c(F)c2)CC1,-3,-5,3,-1.1,17,11,-4,-1
CCn1c(SCC(=O)Nc2ccc3c(c2)OCO3)nnc1-c1ccccc1O,-3,5,-39,-3.6,-11,-3,14,-24
CCC(=O)c1ccc(OCC(=O)NNC(=O)c2cc(C)oc2C)cc1,-2,12,5,-0.5,-12,-4,10,13
O=C(/C=C\Nc1ccc2c(c1)OCO2)c1ccc2c(c1)OCO2,-8,-116,-19,-3.4,-1,-200,-88,-13
CC(=O)Nc1cccc(C(=O)NNC(=O)c2ccc(-n3cnnn3)cc2)c1,-1,2,-8,-0.9,-7,11,6,-9
CCOc1ccc(OCC)c(NC(=O)CCn2c(=O)oc3ccccc32)c1,2,-1,-5,-1.4,20,-12,-3,-13
COc1ccc(C(=O)NCc2nc(C)c(C)s2)cc1OC1CCN(C(C)C)CC1,-2,8,-6,3.0,2,19,25,-9
Cc1[nH]c2ccc(C(=O)NC3CCCC3)cc2c1C,3,-17,13,1.4,19,1,-34,12
CCOC(=O)/C(C#N)=C/c1ccc(N2CCCCC2)cc1,3,-18,35,5.1,19,-127,5,29
O=C(c1ccccc1)N1CCN(S(=O)(=O)N2CCCCCC2)CC1,-6,12,11,-2.3,19,-4,16,-14
CCOc1cc(/C=C\c2nc(O)c([N+](=O)[O-])c(=O)[nH]2)ccc1OC(C)CC (stereo not drawn),-2,1,-1,2.0,6,-19,-30,6
COc1ccc(Cl)cc1CNCCCSc1ncccn1,-2,-6,-6,-1.2,-8,9,11,3
CCCCN1C2=NC(c3ccccc3)CN2c2ccccc21 (stereo not drawn),-1,-3,-20,1.0,-20,-10,-4,-18
CC(C)(C)C1CCc2sc(-c3nnc(CCl)o3)cc2C1 (stereo not drawn),44*,-25,27,35,33,-34,22,27
CC(NC(=O)C(=O)N/N=C/c1ccccc1)c1ccccc1 (stereo not drawn),3,-6,-19,2.4,-7,13,10,-14
O=C(CSc1nc2c(sc3ccccc32)c(=O)n1-c1ccccc1)NCc1ccco1,1,-19,8,0.8,28,-15,-47,15
O=C(CN1C(=O)NC2(CCCC2)C1=O)Nc1ccc(F)c(F)c1F,-1,-8,13,0.7,3,-27,-23,5

# Reformatted: entries from further up.
compound: O=C(/C=C\Nc1ccc2c(c1)OCO2)c1ccc2c(c1)OCO2
- XBP1 UPR activ = -8
- Jurkat NFkB inh = -116
- tim10-1 inh = -19
- CHOP UPR activ = -3.4
- tim23-1 inh = -1
- 697 NFkB inh = -200
- Mdm2 MdmX PPI = -88
- TIM10 inh = -13

compound: CC(NC(=O)C(=O)N/N=C/c1ccccc1)c1ccccc1 (stereo not drawn)
- XBP1 UPR activ = 3
- Jurkat NFkB inh = -6
- tim10-1 inh = -19
- CHOP UPR activ = 2.4
- tim23-1 inh = -7
- 697 NFkB inh = 13
- Mdm2 MdmX PPI = 10
- TIM10 inh = -14

compound: CCOC(=O)/C(C#N)=C/c1ccc(N2CCCCC2)cc1
- XBP1 UPR activ = 3
- Jurkat NFkB inh = -18
- tim10-1 inh = 35
- CHOP UPR activ = 5.1
- tim23-1 inh = 19
- 697 NFkB inh = -127
- Mdm2 MdmX PPI = 5
- TIM10 inh = 29

# Screens (PubChem)

# An unsorted share of the library. About 6.6% of those tested had a hit in this group.
